# CIT2-GFP yeast = yeast TOR pathway CIT2-GFP modulation; actives 0.065% (n = 320,000); S. cerevisiae CIT2-GFP strain, flow cytometry, 3 h; 100 means same as DMSO wells; GFP response vs DMSO, % at 10 µM;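 active = GFP response relative to DMSO above a set limit, near the screen mean plus 3 SD, cut at about 150% in these data; inconclusive = Fewer than 70 cells measured for a yeast strain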;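 note: ratio of well median GFP fluorescence to mean of DMSO wells on the plate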
# GASC-1 inh = inhibitors of human GASC-1 (JMJD2C) demethylase; actives 0.069% (n = 330,000); GST-JMJD2C(1-420) H3K9me3 demethylation, DELFIA europium; inhibition, % at 2.35 µM;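 active = more than half of a compound's replicate wells show inhibition beyond 50%, single wells judged on their own value; inconclusive = some, but no more than half, of replicates pass 50% inhibition; inactive = no replicate passes 50% inhibition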;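 note: signal counts dimethyl H3K9 product captured on neutravidin plate; 0% = median of DMSO wells and 100% = 0.3 times that DMSO median; strong numbers were not always called active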
# Target sequence (Q9H3R0 1-420 limits assumed): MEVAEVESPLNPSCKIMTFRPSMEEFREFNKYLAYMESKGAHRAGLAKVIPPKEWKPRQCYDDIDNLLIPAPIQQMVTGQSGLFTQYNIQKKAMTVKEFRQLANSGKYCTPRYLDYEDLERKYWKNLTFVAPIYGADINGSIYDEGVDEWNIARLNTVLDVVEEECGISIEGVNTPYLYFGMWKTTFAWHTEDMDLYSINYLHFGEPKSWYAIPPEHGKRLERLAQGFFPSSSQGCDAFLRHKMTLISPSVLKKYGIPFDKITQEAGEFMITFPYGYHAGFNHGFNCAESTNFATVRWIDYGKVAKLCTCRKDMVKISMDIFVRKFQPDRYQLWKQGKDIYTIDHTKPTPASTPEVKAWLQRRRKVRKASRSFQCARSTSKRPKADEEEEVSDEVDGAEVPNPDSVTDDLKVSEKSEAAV
# MEP2-GFP yeast = yeast TOR pathway MEP2-GFP modulation; AID 2016; S. cerevisiae MEP2-GFP strain, flow cytometry GFP, 3 h; 100% = DMSO control level; GFP response vs DMSO, % at 10 µM; actives 0.51% (n = 330,000);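 active = GFP response versus DMSO above a set limit, roughly screen mean plus 3 SD, cut at about 180% in these data; inconclusive = fewer than 70 cells counted for a yeast strain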;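 note: median GFP fluorescence of the barcode-gated MEP2-GFP cells per well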
# GRK2 aptamer HTS = human GRK2 inhibition via aptamer displacement | P25098 | bead flow cytometry, FAM-aptamer displacement from GRK2 | inhibition of aptamer binding, % at 10 µM | actives 0.59% (n = 330,000);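 active = inhibition of aptamer binding above 40%, roughly 3 SD of noise, on plates passing a quality check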;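 note: median bead fluorescence of bound FAM aptamer so fluorescent compounds give negative values; no value below 0 was filed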
# Target sequence (P25098 whole entry, looked up): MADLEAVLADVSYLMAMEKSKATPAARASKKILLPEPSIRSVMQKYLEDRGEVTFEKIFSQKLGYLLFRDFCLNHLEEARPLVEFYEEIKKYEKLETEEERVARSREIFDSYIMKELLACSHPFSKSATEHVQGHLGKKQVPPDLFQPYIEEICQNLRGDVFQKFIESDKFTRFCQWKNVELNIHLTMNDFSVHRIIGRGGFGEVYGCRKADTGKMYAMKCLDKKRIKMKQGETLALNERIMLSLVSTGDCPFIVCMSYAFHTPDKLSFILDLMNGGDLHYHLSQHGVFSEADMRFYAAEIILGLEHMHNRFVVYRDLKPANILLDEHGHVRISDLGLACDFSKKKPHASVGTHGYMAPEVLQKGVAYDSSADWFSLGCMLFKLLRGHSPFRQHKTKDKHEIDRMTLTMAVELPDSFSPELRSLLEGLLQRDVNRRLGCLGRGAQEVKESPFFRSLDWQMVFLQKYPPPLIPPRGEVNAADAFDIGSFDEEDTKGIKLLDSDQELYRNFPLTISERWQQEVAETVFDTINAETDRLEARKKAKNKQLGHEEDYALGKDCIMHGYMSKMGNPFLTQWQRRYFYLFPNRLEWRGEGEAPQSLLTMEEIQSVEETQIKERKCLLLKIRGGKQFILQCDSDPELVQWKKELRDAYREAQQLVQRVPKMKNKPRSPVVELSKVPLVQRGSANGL
# LAP4-GFP MLPCN = yeast TOR pathway LAP4-GFP modulation; AID 2023; actives 0.34% (n = 320,000); S. cerevisiae LAP4-GFP multiplex, flow cytometry GFP, 3 h; median GFP as percent of DMSO wells; GFP response vs DMSO, % at 10 µM;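 active = GFP response vs DMSO above a set limit, about the screen mean plus 3 SD, cut at about 150% in these data; inconclusive = under 70 cell events counted for the yeast strain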
# AGP1-GFP MLPCN = modulators of TOR pathway AGP1-GFP in S. cerevisiae; S. cerevisiae AGP1-GFP multiplex flow cytometry, 3 h; GFP as percent of DMSO wells; GFP response vs DMSO, % at 10 µM; actives 0.02% (n = 320,000);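 active = GFP response relative to DMSO above a set limit, near screen average plus 3 SD, cut at about 150% in these data; inconclusive = fewer than 70 cells counted for the yeast strain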;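 note: median GFP channel fluorescence of the gated AGP1 strain per well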
# RPL19A TOR yeast = yeast TOR pathway RPL19A-GFP modulation; S. cerevisiae RPL19A-GFP strain, flow cytometry, 3 h; active compounds read low; percent response vs DMSO, % at 10 µM; actives 0.3% (n = 330,000);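 active = percent response vs DMSO below 50%; inconclusive = fewer than 70 events counted for the yeast strain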;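 note: median channel GFP fluorescence of the barcoded RPL19A-GFP strain; ratio of sample median GFP to plate DMSO average so 100% = DMSO; lower means less RPL19A-GFP as with rapamycin TOR inhibition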
# VLA-4 inh = inhibition in a human VLA-4 binding assay | P13612 | VLA-4 expressing cells, ligand binding flow cytometry | inhibition, % (about 7 µM as worked out from the volumes in the protocol) | actives 0.2% (n = 330,000); in the data active = inhibition above about 50%
# The depositor's hits bear a star; ? = inconclusive; . = not tested or not shown; & = joins results of further samples.
SMILES,CIT2-GFP yeast,GASC-1 inh,MEP2-GFP yeast,GRK2 aptamer HTS,LAP4-GFP MLPCN,AGP1-GFP MLPCN,RPL19A TOR yeast,VLA-4 inh
CC(=O)Nc1ccc(Cl)cc1C(=O)O,113,3,110,0,109,108,105,2
O=C(CCN1C(=O)C2CC=CCC2C1=O)OCC(=O)c1ccc(F)cc1 (stereo unspecified),97,2,102,1,101,101,98,-3
Oc1ccc(-c2n[nH]c(C(F)(F)F)c2-c2ccccc2)c(O)c1,90,9,99,3,111,101,99,15
O=C(c1cc2cc(F)ccc2[nH]1)N1CCc2ccccc21,93,4,110,34,103,98,106,2
CCN(C(=O)COc1ccccc1[N+](=O)[O-])C1CCS(=O)(=O)C1 (stereo unspecified),104,23,104,2,96,103,105,7
O=C(COc1ccc2c(-c3ccccc3)cc(=O)oc2c1)NCCN1CCOCC1,101,4,99,0,95,99,99,3
COc1ccc(C(=O)CSc2nccc(=O)[nH]2)cc1,108,19,110,0,103,107,101,1
C=CCSc1nc2c(C(=O)OCC)nnn2c2ccccc12,100,4,105,0,91,87,104,-7
CCCCN(C)C(=O)CS(=O)(=O)Cc1nc(-c2cccc(OC)c2)oc1C,106,-10,90,2,94,106,103,26
Cc1ccc(C)c(NC(=O)c2cc(S(=O)(=O)N3CCCCC3)ccc2N2CCOCC2)c1,98,-4,107,0,104,94,99,51*
COc1ccc(CN2CCN(C(=O)c3cc(OC)c(OC)c(OC)c3)CC2)cc1OC,98,-2,106,2,106,100,102,6
CCOC(=O)N1CCN(C(=O)c2ccc(CS(=O)c3ccccc3)o2)CC1 (stereo unspecified),109,28,106,0,99,103,96,-9

# The final 5 compounds of the section above come first, to join the parts.
SMILES,CIT2-GFP yeast,GASC-1 inh,MEP2-GFP yeast,GRK2 aptamer HTS,LAP4-GFP MLPCN,AGP1-GFP MLPCN,RPL19A TOR yeast,VLA-4 inh
C=CCSc1nc2c(C(=O)OCC)nnn2c2ccccc12,100,4,105,0,91,87,104,-7
CCCCN(C)C(=O)CS(=O)(=O)Cc1nc(-c2cccc(OC)c2)oc1C,106,-10,90,2,94,106,103,26
Cc1ccc(C)c(NC(=O)c2cc(S(=O)(=O)N3CCCCC3)ccc2N2CCOCC2)c1,98,-4,107,0,104,94,99,51*
COc1ccc(CN2CCN(C(=O)c3cc(OC)c(OC)c(OC)c3)CC2)cc1OC,98,-2,106,2,106,100,102,6
CCOC(=O)N1CCN(C(=O)c2ccc(CS(=O)c3ccccc3)o2)CC1 (stereo unspecified),109,28,106,0,99,103,96,-9
CCOC(=O)c1csc(NC(=O)CSc2nnnn2-c2ccc3c(c2)OCCO3)n1,95,0,96,3,93,95,92,6
O=C(NC(Cc1ccccc1)C(=O)OCC(=O)N1CCc2ccccc21)c1ccco1 (stereo unspecified),96,4,100,1,99,97,98,6
Cc1cc(C(=O)COC(=O)c2ccc(O)cc2O)c(C)n1C(C)C,88,.,92,2,100,94,95,6
COc1ccc(C(=O)NCc2ccc(N3CCN(C)CC3)cc2)cc1,108,6,106,0,94,98,105,-3
O=Cc1ccc(Oc2cc(-c3ccccc3)nc(-c3ccccc3)n2)cc1,108,7,108,0,91,97,103,6
COc1ccc(-c2c(-c3ccc(C#N)cc3)oc(=O)c3cc(OC)c(OC)cc23)cc1,107,.,101,3,109,112,106,-14
COC(=O)c1cnc(Oc2ccc(NC(=O)NC(=O)c3c(F)cccc3F)cc2)cc1C(F)(F)F,91,3,95,1,111,104,94,-13
COc1cc2c(cc1OC)C(C)N(C(=O)CCNC(=O)c1ccccc1)CC2 (stereo unspecified),106,1,105,1,111,112,107,3
CN(C)CCOc1ccccc1-c1ccccc1,98,2,100,0,93,105,101,4
CSCCC(NC(=O)C1CCCCC1)c1nc2ccccc2[nH]1 (stereo unspecified),96,-1,95,0,104,101,97,-1
CCc1ncc(CN2CCCC(C(=O)Nc3ccc(-c4cscn4)cc3)C2)cn1 (stereo unspecified),97,-5,89,0,93,102,99,-118
CN(CCCNC(=O)CCC(=O)N1CCOc2ccc(Cl)cc21)Cc1ccccc1,86,9,92,0,98,91,90,14
Cc1cccc(C)c1NS(=O)(=O)c1ccc(-c2ccc(=O)[nH]n2)o1,105,8,100,0,97,106,103,5
O=[N+]([O-])c1ccc(N2CCN(c3ccccc3Cl)CC2)cn1,108,6,104,2,101,93,108,13
C=CCN(CCNP(=O)(OCC)OCC)CP(=O)(OCC)OCC,103,-2,98,0,87,92,99,9
COc1cc(C(=O)NCCC2=CCCCC2)cc(OC)c1OC,98,2,101,0,91,97,99,-10
CC(C)(C)C1CCC(=NNC(=O)C(=O)NC2CCCCC2)CC1 (stereo unspecified),101,4,108,0,104,110,107,-4
COc1ccc([C@@H]2[C@@H]3C(=O)N(C(C)(C)C)C(=O)[C@@H]3[C@]3(Cc4ccc(Cl)cc4)C(=O)N(c4ccc(C)cc4)C(=O)N23)cc1,68,3,98,1,126,82,96,15
Cc1c(/C=N/NC(=O)c2sc3ccccc3c2Cl)cnn1C,99,5,109,3,103,100,102,-43
O=C(Cc1n[nH]c(=O)c2ccccc12)OCC(=O)c1ccc2c(c1)OCCO2,116,4,109,1,110,104,101,-26
COc1ccc(S(=O)(=O)N2CCOC2CNC(=O)C(=O)NCc2ccco2)cc1C (stereo unspecified),92,0,93,0,114,103,95,8
CCOc1ccccc1C(=O)NCC(=O)OCc1c(C)noc1C,108,-3,106,5,99,101,104,17
O=C(O)COc1ccc(/C=N/NC(=O)c2ccccc2Br)cc1,94,-11,102,2,104,102,99,2
Cc1[nH]nc(SCC(=O)N2CCCCC2)c1[N+](=O)[O-],99,19,96,0,92,98,94,0
Cc1nc(N2CCOCC2)c2oc3ccccc3c2n1,102,11,90,2,92,97,99,7
COc1ccccc1OCCOc1ccc(/C=C2\C(=N)N3N=C(C)SC3=NC2=O)cc1,100,2,107,1,101,100,99,0
CCc1ccc(CN2CCC(Oc3ccc(C(=O)N4CCCCC4)cc3)CC2)cc1,98,4,95,2,70,93,106,16
CC(C)(C)n1nnc(CCc2nnn(C(C)(C)C)n2)n1,93,5,97,0,90,98,94,15
Cc1nn(Cc2ccccc2)c(C)c1NC(=O)Cn1nc([N+](=O)[O-])c(Cl)c1C,97,4,94,3,94,101,98,-4
Cc1ccc(-c2nc(C)sc2CC(=O)O)cc1,103,-7,100,2,107,106,104,-12
O=[N+]([O-])c1cccc(-c2noc(COc3ccccc3)n2)c1,.,-12,104,0,89,93,83,-5
CCC(=O)Nc1ccc(-n2nnnc2SCC(=O)NNC(=O)c2ccco2)cc1,101,8,96,0,107,105,98,5
CCNC(=S)SCCOc1ccccc1C,83,12,92,0,102,83,96,11
Cc1ccc(NC(=O)N2CCc3ccccc3C2)cc1,85,-2,103,0,117,95,100,7
Cc1cccc2[nH]c3c(N4CC=C(c5ccc(F)cc5)CC4)ncnc3c12,106,-2,103,0,118,95,90,1
N=C1C(c2nc(-c3ccc(Cl)cc3)cs2)=C(O)CN1CCCN1CCOCC1,104,-8&-11,110,0,116,110,94,2
CC(C)c1onc(C(=O)NCc2ccccn2)c1[N+](=O)[O-],105,13,101,0,102,104,104,2
CC(C)=CC(O)C/C(C)=C/COc1ccc2ccc(=O)oc2c1 (stereo unspecified),92,-8,108,0,105,92,96,18
COC(=O)c1sc2cnccc2c1N,92,5,100,1,93,93,96,11
CCn1c2ccccc2c2nnc(SCC(=O)NC(CC(C)C)C(=O)OC)nc21 (stereo unspecified),82,-2,126,1,114,115,94,-2
COCCNS(=O)(=O)c1cccc2cccnc12,102,-9,103,2,99,106,103,-31
Cc1ccc(OCc2nc(-c3ccccn3)n[nH]2)cc1,89,-6,97,2,106,93,94,6
Cc1c(NC(=O)COC(=O)CSc2ccc(C(N)=O)cc2[N+](=O)[O-])c(=O)n(-c2ccccc2)n1C,99,6,99,2,106,102,104,6
O=S1(=O)CCC(NS(=O)(=O)c2cccc3cccnc23)C1 (stereo unspecified),.,107,100,8,94,104,100,3
CCCCn1c(SCc2cccnc2)nc2c1c(=O)n(C)c(=O)n2C,104,-7,101,0,102,104,104,-4
O=C(NCc1cccnc1)c1ccccc1NS(=O)(=O)c1ccccc1,104,7,107,0,102,106,103,0
Cc1cccc(/C=N/n2c(-c3ccncc3)n[nH]c2=S)c1,91,-14,103,0,94,90,88,2
CC(=O)c1c(O)cc(=O)n(-c2ccccc2)c1-c1cccc2ccccc12,97,-21,105,0,103,103,103,-3
O=C(c1cn(CC(=O)N2CCCCC2)c2ccccc12)C1CC1,95,8,107,4,98,104,107,-6
Cc1[nH]nc2ncc(C(=O)c3ccccc3O)cc12,109,-4,106,2,98,105,101,8
Nc1n[nH]c(C2CC2)c1N=Nc1ccc(Cl)c(Cl)c1,98,-9,95,1,108,103,88,1
COc1cc(OC)cc(C(=O)N[C@H](C(=O)Nc2nnc(C3CC3)s2)C(C)C)c1,116,13,113,2,116,110,121,15
CCOC(=O)CN1C(=O)N[C@@H](CCc2ccccc2)[C@H](C(C)=O)[C@H]1C,104,7,97,3,125,87,102,8
CCn1nnnc1NCc1ccc(OCc2ccc(F)cc2Cl)c(OC)c1,111,49,108,1,96,103,103,1
CCc1ccc(NC(=O)C2CCCN(S(=O)(=O)c3ccc4c(c3)CC(C)N4C(C)=O)C2)cc1 (stereo unspecified),101,6,104,3,104,108,103,25
CCC1CCCCN1CCNC(=O)C1CCCN(S(=O)(=O)c2cccc3nsnc23)C1 (stereo unspecified),91,-9,101,0,95,97,96,3
COC(=O)C1C(=O)OC(C)(C)C1C(C)C(=O)c1ccccc1 (stereo unspecified),101,2,104,1,91,101,99,3
O=S(=O)(c1ccc(F)c(F)c1)N1CCN(Cc2ccc3c(c2)OCO3)CC1,102,-25,92,0,95,99,95,-21
Cc1ccc(NC(=O)c2ccc(OC(F)(F)F)cc2)cc1S(=O)(=O)N(C)C,101,3,104,8,90,97,100,9
c1ccc(C2=Nn3c(nnc3-c3ccncc3)SC2)cc1,99,-5,103,0,109,107,99,8
# The results go on:
SMILES,CIT2-GFP yeast,GASC-1 inh,MEP2-GFP yeast,GRK2 aptamer HTS,LAP4-GFP MLPCN,AGP1-GFP MLPCN,RPL19A TOR yeast,VLA-4 inh
CC(C)[C@H](NC(=O)[C@@H]1CSC2c3ccccc3C(=O)N21)C(=O)N1CCCCC1 (stereo partly specified),106,22,95,0,91,98,96,-6
CC(C)NS(=O)(=O)c1ccc(OCC(=O)NCc2cccnc2)cc1,98,10,100,1,95,95,98,-8
CC(C)(C)c1ccc(C(=O)NNC(=O)c2cccc(-n3cnnn3)c2)cc1,99,2,?,0,?,?,88,-5
COc1ccc(S(=O)(=O)NCCc2ccccc2)cc1OC,102,6,103,0,92,102,106,-26
COc1cccc(-n2nnc3c(=O)n(CC(=O)OCc4ccccc4)cnc32)c1,91,-1,94,0,88,89,94,-1
CC(C)CCNC(=O)c1cc(-c2ccncc2)nc2ccc(S(=O)(=O)N3CCOCC3)cc12,102,5,96,5,89,96,97,5
COc1ccc(CCNC(=O)CSc2ccsc2[N+](=O)[O-])cc1OC,105,3,105,2,91,104,104,3
CC(C)(C)NC(=O)CSCc1c(Cl)cccc1Cl,109,2,95,0,92,93,114,0
O=C(CN1C(=O)CC(c2ccccc2)=Nc2ccccc21)NCc1ccccc1,78,0,83,1,78,.,79,2
Cc1ccc(S(=O)(=O)c2ccc(-n3nc(C)cc3N)cc2)cc1,100,-7,102,0,101,104,101,1
